# HCT116 PTEN-null – growth suppressors of cells with PTEN tumor suppressor deletion | HCT116 PTEN-null viability, CellTiter-Glo, 60 h; stronger effect = lower value | viability, % at 10 µM | 140,000 tested, 1.2% active | AID 827;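 active means viability at or below a set limit, 4 SD under the median of all tested compounds, cut at about 3.7% in these data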;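 further: PTEN knockout HCT116 line with beta catenin targeted HCT116 as companion control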
# Yeast lifespan up – extends the lifespan of yeast. inhibition of the nicotinamide effect, % at 10 µM. S. cerevisiae growth with nicotinamide, OD615; deaD strain in restrictive glucose medium. 130,000 tested, 0.68% active;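 active means inhibition above a set limit, placed 3 SD over the median of all compounds, cut at about 26% in these data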;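 further: 0% = nicotinamide-treated wells and 100% = cells grown without nicotinamide; some compounds called inactive have numbers as strong as hits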
#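 Assay system: engineered S. cerevisiae DeaD replicative-lifespan strain, galactose-grown log-phase cells; medium: restrictive CSMM-D dextrose medium; also added: nicotinamide, 1.5 mM, co-present with compound; schedule: 48 h compound exposure at 30 °C, humidified; detection: absorbance at 615 nm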
# GALR2 antag – antagonists of human galanin receptor 2 (GALR2) | O43603 | GALR2-expressing cells, antagonist mode | inhibition, % at 4 µM | 140,000 tested, 0.39% active; in the data active means inhibition above about 27%;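 further: cells stimulated with galanin 1-16 at roughly its EC80; 0% = agonist challenge control and 100% = basal control without agonist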
# Target sequence (O43603 whole entry, looked up): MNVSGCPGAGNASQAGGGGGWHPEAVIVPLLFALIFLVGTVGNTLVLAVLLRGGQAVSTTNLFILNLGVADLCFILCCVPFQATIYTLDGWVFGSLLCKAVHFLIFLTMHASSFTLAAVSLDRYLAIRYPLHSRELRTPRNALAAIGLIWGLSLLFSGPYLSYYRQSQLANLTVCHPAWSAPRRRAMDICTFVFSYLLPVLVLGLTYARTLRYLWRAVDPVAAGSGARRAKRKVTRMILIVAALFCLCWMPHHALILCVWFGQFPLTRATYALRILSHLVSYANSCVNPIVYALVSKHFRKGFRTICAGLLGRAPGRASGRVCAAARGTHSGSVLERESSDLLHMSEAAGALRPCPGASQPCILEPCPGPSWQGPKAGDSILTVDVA
# Measles CPE – protection of cells from measles virus; Measles virus-infected cells, CPE protection, absorbance; protection (pct of control), % at 4 µM; 140,000 tested, 1.5% active; in the data active means protection mostly above about 24%, no sharp cut-off; inactive means mostly below about 26%; further: some compounds called inactive have numbers as strong as hits
# NPY-Y2 antag – blocks the human neuropeptide Y Y2 receptor; P49146; NPY-Y2 expressing cells, antagonist mode; inhibition, % at 2.7 µM; 140,000 tested, 0.99% active; AID 793; in the data active means inhibition above about 17%;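 further: 0% = vehicle with agonist challenge and 100% = reference antagonist with challenge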
# Target sequence (P49146 whole entry, looked up): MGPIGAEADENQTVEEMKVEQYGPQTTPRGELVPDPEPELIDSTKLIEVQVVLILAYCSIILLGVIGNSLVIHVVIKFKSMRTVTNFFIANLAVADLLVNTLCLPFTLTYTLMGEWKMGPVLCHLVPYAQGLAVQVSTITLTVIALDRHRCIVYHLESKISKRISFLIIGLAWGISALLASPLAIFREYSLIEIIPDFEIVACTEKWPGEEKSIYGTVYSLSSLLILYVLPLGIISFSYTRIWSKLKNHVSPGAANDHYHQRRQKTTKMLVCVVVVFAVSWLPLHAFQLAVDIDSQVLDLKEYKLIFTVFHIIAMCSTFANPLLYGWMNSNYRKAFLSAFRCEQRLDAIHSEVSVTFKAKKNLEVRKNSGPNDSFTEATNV
# E-sel TNF inh – blocks E-selectin expression induced by TNF alpha. inhibition, % at 2 µM. HUVEC TNFa-induced E-selectin immunofluorescence, high content. 120,000 tested, 0.71% active;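 active means inhibition above the batch mean plus 3 SD, and confirmed as a hit on visual image review, cut at about 43% in these data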;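 further: 0% = TNF-stimulated DMSO wells and 100% = unstimulated control wells; not every result past the cut was called active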
# BB579 growth dn – chemicals that inhibit yeast BB579 growth in restrictive medium (lifespan-shortening candidates) | S. cerevisiae BB579 growth, OD615, 48 h | 140,000 tested, 0.51% active | inhibition, % at 10 µM;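 active means inhibition above a set limit, 3 SD over the mean compound inhibition, cut at about 44% in these data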; further: inactives centre near -24
#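 Test system: Saccharomyces cerevisiae DeaD strain BB579, replicative lifespan model yeast | Buffer or medium: Restrictive CSMM-D medium | Doses: One dose, 10 µM compound with 0.25% DMSO | Incubation: 48 h exposure, 30 °C | Detection: Culture absorbance at 615 nm | Control set: Amphotericin B at 10 µg/mL as positive control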
# Phagocytosis inh – inhibitors of macrophage phagocytosis | J774A.1 macrophage IgG-bead phagocytosis, imaging | inhibition, % at 5 µM | 110,000 tested, 0.07% active;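 active means inhibition above the mean of the plate negative controls plus 5 SD, cut at about 13% in these data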;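 further: phagocytic index as fraction of beads internalized from green versus red external bead signal; plate controls were DMSO negative control for no effect and cytochalasin-D positive control for full effect; some results beyond the cut were filed as inactive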
# HCT116 bCat-KO – beta-catenin-lacking colon tumor cell growth suppression | viability, % at 10 µM | HCT116 beta-catenin knockout viability, CellTiter-Glo, 60 h; stronger effect = lower value | AID 818 | 140,000 tested, 1.5% active;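 active means viability at or under a set limit, the compound median less 4 SD, cut at about 6% in these data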;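 further: 0% = Hyamine 1622 control at 20 µM and 100% = untreated cell control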
# MRP1 act – MRP-1 activation; H69AR cells + doxorubicin, viability rescue, CellTiter-Glo; viability increase, % at 10 µM; 140,000 tested, 0.61% active; AID 799;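 active means viability gain under doxorubicin at or above a set limit, the compound median plus 3 SD, cut at about 4.7% in these data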;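 further: MRP-1 overexpressing cells given doxorubicin 25 µM after compound pretreatment; 18-22 h compound pretreatment then 72 h with doxorubicin before readout; 0% = doxorubicin-only wells and 100% = vehicle-treated cells without doxorubicin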
# Starred values were filed as active, the others as inactive; . = not tested or not shown; & = joins results of further samples.
SMILES,HCT116 PTEN-null,Yeast lifespan up,GALR2 antag,Measles CPE,NPY-Y2 antag,E-sel TNF inh,BB579 growth dn,Phagocytosis inh,HCT116 bCat-KO,MRP1 act
CC(C)c1nnc(NC(=O)CCN2C(=O)c3ccccc3C2=O)s1,105,-8,8,10,3,.,-56,-1,104,-0.1
Cc1ccc2occ(CN3CCN(c4ccccc4)CC3)c(=O)c2c1,109,-5,3,12,4,-18,-57,-1,106,-0.3
CCOc1ccc(CN(Cc2ccco2)C(c2cccs2)c2nnnn2C(C)(C)C)cc1 (stereo unspecified),67,2,-4,2,8,-30,-27,0,67,1.0
CN(C)c1ccc(-n2cc3c(=O)n(C)c(=O)n(C)c3c2)cc1,79,-20,-1,6,0,11,-47,0,77,-4.3
O=C(Cn1nc(-c2ccccc2)ccc1=O)NCC1CCCO1 (stereo unspecified),103,-5,-2,18,2,-5,-38,0,102,-1.6
C=CCn1c(=O)/c(=C2/SC(C)=C(C)N2CC)s/c1=C1/C(=O)N(CC)C(=S)N1c1ccccc1,96,-2,-7,4,-1,4,-48,4,102,-2.6
O=[N+]([O-])c1cccc(-c2ccc(C(=S)N3CCN(c4ccc(F)cc4)CC3)o2)c1,89,0,4,17,3,1,-6,-2,82,-2.7
CCSC1=C(C#N)C(c2cccc(Br)c2)CC(=O)N1 (stereo unspecified),81,-5,6,2,3,1,-15,0,82,0.5
CCOc1ccc(OCC)c(NC(=O)CN2CCN(C(=O)c3ccco3)CC2)c1,108,-5,-5,9,0,-28,-19,0,94,-1.7
Cc1ccnc(NC(=O)C2CCN(S(=O)(=O)c3cccc4nonc34)CC2)c1,88,-14,-6,40,0,23,-28,-2,88,-2.6
COc1cc(/C=N/n2cnc3scc(-c4cccs4)c3c2=O)cc(OC)c1OC,59,0,5,22,6,.,-26,-9,59,-1.2
CCOC(=O)c1c(C)[nH]c(N=Nc2ccc(C)cc2)c1C,80,-3,-11,6,-1,-17,-38,-2,89,-1.3
C[N+](C)(CC#Cc1ccccc1)CC(=O)c1ccc(Cl)cc1,73,3,5,3,1,.,-10,-15,74,-3.6
CCOC(=O)c1c(C)c(C(=O)Nc2cc(F)ccc2F)c(C)n1C,28,-8,1,8,6,21,-27,-6,30,-4.0
COc1ccc(OC)c2[nH]c(=O)c(CCNC(=O)C(C)(C)C)cc12,93,-3,19,2,0,-41,4,0,93,-0.5
CCc1c(C(C)O)oc2ccc3c(C)cc(=O)oc3c12 (stereo unspecified),86,-17,0,19,2,-6,12,.,96,-3.3
Cc1cc(-c2n[nH]c(=S)n2/N=C/C=C/c2ccccc2)n[nH]1,91,-1,-9,40,4,.,-25,-8,93,-1.8
CC1=C(C(=O)N2CCOCC2)C(c2ccc(C)cc2)NC(=S)N1 (stereo unspecified),104,-3,-4,32,0,-18,-13,-14,94,1.5
COc1ccccc1NS(=O)(=O)c1ccc(Br)s1,92,-4,8,6,-1,-7,-8,-2,98,-0.3
O=C(CSc1ccc(-c2ccccc2)nn1)N1CCN(c2ccccc2)CC1,92,-3,-1,15,2,-29,-16,-7,92,0.0
CN(CC(CC(=O)Nc1nncs1)c1ccccc1)S(=O)(=O)c1ccc(Br)cc1 (stereo unspecified),47,-10,-6,1,18*,.,-10,0,38,-4.7
Cn1c(SCC(=O)c2ccc3c(c2)OCCO3)nnc1C1CC1,99,.,5,1,3,19,-1,.,96,-2.0
O=C(CCC(=O)c1cccs1)c1cccs1,99,.,8,4,2,-4,-13,.,101,4.3
O=C1OCCC1Sc1nnc(-c2ccco2)o1 (stereo unspecified),104,-4,-2,11,2,-15,-3,.,100,-0.8
O=C1/C(=C/c2cccc([N+](=O)[O-])c2)CCc2ccccc21,2.0*,-4,2,3,3,.,-60,-11,3.2*,-3.8
Cc1cccc(C(=O)NC(=S)N2CCc3ccccc3C2)c1,98,3,9,17,9,-20,-66,-4,98,0.0
CN(C)CCNC(=O)C1CCCNC1=O (stereo unspecified),98,-4,-3,6,0,-7,-21,1,102,-0.1
CC(C)CNS(=O)(=O)c1ccc(S(=O)(=O)N2CCN(CCC#N)CC2)cc1,82,-6,2,15,2,-11,-8,-1,85,-2.1
COC(=O)c1cc(-c2ccc(Br)cc2)on1,101,-7,-13,15,15,15,9,0,105,0.6
O=C(CCC(=O)c1cccs1)OCC(=O)N1CCN(C(=O)c2ccco2)CC1,100,-25,-7,6,0,-5,-13,-2,113,-1.6
CCN(CC)C(=O)CSc1nnc(SCc2ccc(Cl)cc2)s1,64,-12,1,4,2,-9,-21,1,69,1.1
CCOC(=O)C1(S(=O)(=O)c2ccc(Cl)cc2)CCN(Cc2ccc(C)cc2)CC1,84,4,-7,23,6,7,-64,.,71,-1.2
Brc1ccc(Nc2nc3ccccc3n3nnnc23)cc1,80,-21,6,11,2,-9,-47,1,84,-2.9
C=CCNC(=O)c1ccc(Sc2ccc(C)cc2)c([N+](=O)[O-])c1,84,-10,-8,3,4,3,-34,1,97,-3.8
CC(C)(C)c1ccc(OCC(=O)OCCNC(=O)c2cccnc2)cc1,90,-6,-15,18,-1,-12,-21,-1,90,-1.6
CCCCOc1ccc(OCCCC)c2c1NC1(N2)C(=O)N(C(C)=O)c2ccccc21,62,-1,-9,9,-1,-14,-29,.,76,-3.7
Cc1cc2c(c(=O)n1Cc1ccc3c(c1)OCO3)C(c1cccnc1)C(C#N)=C(N)O2 (stereo unspecified),119,-6,-3,6,3,.,-35,-1,87,0.2
O=C(CSc1nc2ccccc2[nH]1)Nc1c(F)cccc1F,97,3,5,8,0,-63,-17,-4,96,-2.3
CCC(C)NS(=O)(=O)c1ccc(OCC(=O)N2CCCCC2)cc1 (stereo unspecified),87,-5,3,7,2,2,1,1,91,-0.1
Cn1nnnc1SCC(=O)NCc1ccco1,91,-11,2,0,-1,-4,-9,1,105,-0.9
CCOC(=O)Cn1c(=O)oc2cc(S(=O)(=O)N3CCn4c3nc3ccccc34)ccc21,88,-6,-1,7,4,.,-4,0,80,-2.0
CCOC(=O)CN1C(=O)S/C(=C/c2ccc(O)c([N+](=O)[O-])c2)C1=O,97,3,0,5,-1,.,-46,-1,94,-2.1
COc1ccc(-c2nnc(OCc3nc4ccccc4n3C)c3ccccc23)cc1,79,-5,0,19,10,.,-3,-6,73,-0.8
COc1ccc(/C=N/NC(=O)CN(Cc2ccccc2)S(=O)(=O)c2ccc3c(c2)OCCO3)cc1,85,-4,0,20,2,.,-9,5,87,-1.3
OCCN(C=NC1=NN(c2cccc(C(F)(F)F)c2)CC1)CCO,97,-12,2,12,-1,1,-65,.,79,1.1
COCCCn1c(-c2ccsc2)nc2c1c(=O)[nH]c(=O)n2Cc1ccccc1,97,-16,-12,5,3,.,-59,0,108,-2.8
Cc1ccc(-n2ncc3c(=O)[nH]c(SCC(=O)N4CCCc5ccccc54)nc32)cc1,92,4,-13,28,0,.,-47,-1,87,-2.1
CCc1ccc(Cn2nnc(C(=O)NCc3ccccc3OC)c2N)cc1,96,-13,-1,4,3,7,-65,0,99,-0.7
CCCCSc1nnc(-c2ccc(NC(C)=O)cc2)n1C,104,-2,-6,11,1,-65,-25,-8,101,-1.2
O=C1NC(c2ccccc2)=C(c2ccc3ccccc3n2)C(c2ccc(F)cc2)N1 (stereo unspecified),49,-2,-6,6,2,.,-13,-12,62,-3.3
CCS(=O)(=O)N1CCC(C(=O)NCc2cc(OC)ccc2OC)CC1,109,-8,2,10,-1,-1,-43,.,103,-0.2
CCOC(=O)N1CCN(c2c(N3CCN(c4cccc(C(F)(F)F)c4)CC3)c(=O)c2=O)CC1,40,-9,-5,22,-2,-5,-50,0,35,-6.2
CC(=O)C1=C(O)C(=O)N(c2cccnc2)C1c1ccc(Cl)cc1 (stereo unspecified),97,-2,18,3,1,10,-22,0,102,-3.0
O=C(CCCn1cnc([N+](=O)[O-])n1)Nc1ccc(Cl)c(Cl)c1,72,0,-7,4,7,-69,-19,0,78,-3.2
Fc1cccc(Cl)c1CNCc1ccccc1Cl,99,2,11,13,1,11,-54,0,90,0.9
Cc1cccc(CCNC(=O)CN(C)S(=O)(=O)c2ccc3c(c2)c(=O)n(C)c(=O)n3C)c1,96,-4,-5,20,3,.,14,0,83,-2.4
CCC(Sc1ncccn1)C(=O)Nc1cc(C)on1 (stereo unspecified),100,.,-2,5,10,2,-13,.,97,-1.1
CCN1CCN(CC(=O)N2c3ccccc3CC2C)CC1 (stereo unspecified),92,-2,-8,5,-3,-6,-20,.,94,-0.9
CCn1c(SCc2ccc(C(=O)OC)o2)nnc1-c1c[nH]c2ccccc12,94,1,-7,15,5,.,-38,0,91,-3.1
COc1ccc(CCNc2cc(N3CCN(C(=O)c4ccc(C)cc4)CC3)ccc2[N+](=O)[O-])cc1OC,97,0,5,8,2,-11,-9,-11,97,1.5

# The listing continues.
SMILES,HCT116 PTEN-null,Yeast lifespan up,GALR2 antag,Measles CPE,NPY-Y2 antag,E-sel TNF inh,BB579 growth dn,Phagocytosis inh,HCT116 bCat-KO,MRP1 act
CCOC(=O)C1C(=O)CC(C)(O)C(C(=O)OCC)C1c1ccc(OC)cc1 (stereo unspecified),85,5,-14,4,0,.,-32,0,81,-2.5
O=C(Cn1ncc2c(=O)oc3ccccc3c21)Nc1nc2ccccc2s1,97,-10,-17,7,0,8,-73,-5,86,-1.6
CCn1c2ccccc2c2nnc(SCC(=O)Nc3ncccn3)nc21,93,-8,10,4,2,-11,-53,1,89,-0.6
c1ccc(-n2ncc3c(N4CCCCC4)ncnc32)cc1,59,1,-9,9,0,.,-60,0,55,-1.6
CCOC(=O)C1=C[C@]2(CC)CCCN3CCc4c(n1c1ccccc41)[C@@H]32,88,7,-22,21,6,.,-22,.,76,-1.6
O=C(c1ccsc1)N1CCN(C(=O)c2cccs2)CC1,101,-9,-5,5,6,-8,-73,.,86,-0.4
Cn1c(NC(=O)c2ccco2)c(-c2ccc(Cl)cc2)c(=O)c2ccccc21,102&110,-9,2,6,0,-22,-1,1,94,0.2
O=C1NC(=S)N/C1=C/c1ccc(Oc2ccc(C(F)(F)F)cc2[N+](=O)[O-])c(Cl)c1,104,2,-4,14,5,9,-22,-9,101,1.6
COc1ccccc1NC(=O)c1ccc(CN2CCOCC2)cc1,97,-7,10,8,2,.,-41,.,102,0.6
O=C1CN(C(=O)COC(=O)CNC(=O)c2ccccc2)c2ccccc2N1,102,5,4,15,2,-22,-24,-4,104,-1.5
CCOC(=O)c1ccc(NC(=O)Nc2ccc3c(c2)OCCO3)cc1,41,-7,5,9,2,-14,-23,.,53,-1.9

# An excerpt from above in order of the GALR2 antag value, lowest first:
SMILES	GALR2 antag
O=C1NC(=S)N/C1=C/c1ccc(Oc2ccc(C(F)(F)F)cc2[N+](=O)[O-])c(Cl)c1	-4
Cn1c(NC(=O)c2ccco2)c(-c2ccc(Cl)cc2)c(=O)c2ccccc21	2
CCOC(=O)c1ccc(NC(=O)Nc2ccc3c(c2)OCCO3)cc1	5
